Screens (PubChem)
Giardia FBPA inh: inhibitors of Giardia lamblia fructose-1,6-bisphosphate aldolase; A8B2U2; purified Giardia FBPA; Potency, µM (doses to about 59.6 µM), for inactives: at the highest dose activity, negative = inhibition, hits mostly inhibitors; 0.71% of 290,000 active; AID 2451; active means well fitted inhibition curve with a large enough effect; inconclusive means small, poorly fitted or top-dose-only effect, or effect the other way; further: nearly all actives have a fitted effect of over 55% in size
Target sequence (A8B2U2 whole entry, looked up): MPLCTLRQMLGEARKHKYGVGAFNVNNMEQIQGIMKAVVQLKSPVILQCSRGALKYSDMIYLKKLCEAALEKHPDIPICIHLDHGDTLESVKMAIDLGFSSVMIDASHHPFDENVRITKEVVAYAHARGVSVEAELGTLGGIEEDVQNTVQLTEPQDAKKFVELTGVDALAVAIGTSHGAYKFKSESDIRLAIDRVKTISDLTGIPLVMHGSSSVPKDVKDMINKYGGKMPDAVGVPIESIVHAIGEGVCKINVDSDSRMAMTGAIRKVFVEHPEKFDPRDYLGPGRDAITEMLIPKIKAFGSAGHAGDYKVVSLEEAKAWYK
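Giardia FBPA (40 nM reagent) was preincubated 10 min at RT with compound (up to 57.5 uM final), then substrate plus GAPDH/TPI/NAD/arsenate coupling system with diaphorase/resazurin was added; resorufin fluorescence (525/598 nm) was read after 20 min.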
* hit, by the source's call; ? = inconclusive; & = joins results of further samples; [ ] = dose if it differs, or a comment. On the % scale 0 is the no-effect control and ±100 the full control effect; potency means the concentration at half of the fitted maximal effect. Some of the compounds tested; count on the stated rates, not on these rows.

SMILES	Giardia FBPA inh
COc1cccc(Cn2c(=O)cnc3cnc(N4CCN(C)CC4)nc32)c1	-4%
COc1cccc(-c2cncnc2NCc2ccc(OC)cc2OC)c1	-1%
Cc1noc(C)c1C(=O)N1CCC[C@@]2(CCN(C(=O)Nc3cccc(C#N)c3)C2)C1	1%
COc1c(CC(=O)c2cc3c(cc2O)OC(C)(C)C(O)C3)ccc2c1C=CC(C)(C)O2 (stereo not given)	-11%
COc1ccc2cc1Oc1ccc(cc1)CC1c3cc(c(OC)cc3CCN1C)Oc1c(OC)c(OC)cc3c1C(C2)N(C)CC3 (stereo not given)	-3%
CO[C@H]1COC(=O)C/C=C\[C@@H](C)[C@H](OC)COC(=O)CCC[C@@H]1C	-1%[12.9 µM]
CN1CCN(c2ncc3ncc(=O)n(CCC#N)c3n2)CC1	-8%
COc1ccc(CNc2cc(-c3cccnc3)ncn2)c(OC)c1	-8%
CC(=O)SC1CC2=CC(=O)CC[C@@]2(C)C2CC[C@@]3(C)[C@@H](CC[C@@]34CCC(=O)O4)C12 (stereo not given in full)	3%
COCCNc1ccnc(-c2cccc(NS(C)(=O)=O)c2)n1	-1%
O=C(O)[C@H]1CCCN(CCC=C(c2ccccc2)c2ccccc2)C1	3%
COc1ccc(Oc2ncc3ncc(=O)n(C4CC4)c3n2)cc1	-3%
Cc1nc2cnc(N3CCOCC3)nc2n(Cc2ccc(F)cc2)c1=O	6%
Cc1cccc(CNc2ccnc(-c3ccccc3CN(C)C)n2)c1	-1%
O=C(Nc1cccc(F)c1)N1CCCC2(CCN(C(=O)c3csnn3)CC2)C1	0%
CC#CCC1(C(=O)OC)C(=O)NC[C@H]1c1ccccc1 (stereo not given in full)	-1%&1%&2%
CCNc1ncc2nc(-c3cc(F)cc(F)c3)c(=O)n(C[C@H]3CCCO3)c2n1	5%
Cc1cc(O)cc(O)c1C(=O)O	-6%
CS(=O)(=O)N1CCC2(CCN(C(c3ccccc3)c3ccccc3)CC2)CC1	4%
CN1C[C@@H](CS(=O)(=O)N(C)C)C[C@@H]2c3cccc4c3c(cn4C)C[C@H]21	-6%
COc1cccc(Cn2c(=O)c(C)nc3cnc(OC)nc32)c1	1%
O=C(c1cnccn1)N1CCC2(CCCN(Cc3ccccc3)C2)CC1	1%
CCCCC/C=C\C/C=C\CCCCCCCCCC(=O)O	2%
Fc1ccc([C@H]2CCNCC2COc2ccc3c(c2)OCO3)cc1 (stereo not given in full)	4%
CN1CC(=O)N/C1=N/C(=O)Nc1cccc(Cl)c1	-12%

Some of the entries so far, with bars between the fields.
canonical_smiles | Giardia FBPA inh
O=C(Nc1cccc(F)c1)N1CCCC2(CCN(C(=O)c3csnn3)CC2)C1 | 0%
CC#CCC1(C(=O)OC)C(=O)NC[C@H]1c1ccccc1 (stereo not given in full) | -1%&1%&2%

Returning to the listing with the 7 entries that preceded the break.
SMILES	Giardia FBPA inh
CS(=O)(=O)N1CCC2(CCN(C(c3ccccc3)c3ccccc3)CC2)CC1	4%
CN1C[C@@H](CS(=O)(=O)N(C)C)C[C@@H]2c3cccc4c3c(cn4C)C[C@H]21	-6%
COc1cccc(Cn2c(=O)c(C)nc3cnc(OC)nc32)c1	1%
O=C(c1cnccn1)N1CCC2(CCCN(Cc3ccccc3)C2)CC1	1%
CCCCC/C=C\C/C=C\CCCCCCCCCC(=O)O	2%
Fc1ccc([C@H]2CCNCC2COc2ccc3c(c2)OCO3)cc1 (stereo not given in full)	4%
CN1CC(=O)N/C1=N/C(=O)Nc1cccc(Cl)c1	-12%
c1cc2c(cc1C1CCCCC1)c1c3n2CCN[C@H]3CCC1	5%
CCNc1ncc2nc(CCc3ccccc3)c(=O)n(C[C@H]3CCCO3)c2n1	-2%
COC(=O)C/C=C\[C@@H](C)[C@@H](/C=N\OC[C@@H](O)COCc1ccco1)OC	5%[12.9 µM]
CO[C@H]1COC(=O)[C@@H](C)COC(=O)[C@@H](Cc2ccccc2)NC(=O)C/C=C\[C@H]1C	1%[12.9 µM]
CCOC(=O)N/N=C1/C[C@@H](O)[C@@H](O)[C@@H]2[C@@H]3C(=O)N(c4cccc(Oc5ccccc5)c4)C(=O)[C@H]3CC[C@@H]12	1%[12.9 µM]
CCN1CCC[C@@H]1CNC(=O)c1cc(S(N)(=O)=O)ccc1OC	-6%
c1ccc(CNc2ncnc3ccc(-c4cccnc4)cc23)cc1	-6%
O=C(c1csnn1)N1CCC2(CCN(Cc3nccs3)CC2)CC1	7%
O=c1c(-c2ccc(F)c(F)c2)nc2cncnc2n1Cc1ccc(F)cc1	-9%
COc1ccc(/C=C/N(CCc2ccc(OC)c(OC)c2)C(C)=O)cc1	-3%[12.9 µM]
CC(C)=NOC[C@@H](O)[C@@H]1O[C@@H]2OC(C)(C)O[C@@H]2[C@H]1O	1%[12.9 µM]
COc1ccc2c(c1)O[C@H](c1ccc3c(c1)OCO3)[C@@H](OC(=O)NCCOc1ccccc1)C2=O	-1%
COc1ccc(-c2nc3cnc(Oc4ccccc4)nc3n(C3CC3)c2=O)cc1	-6%
C/C=C/c1ccc(OC)cc1	6%
c1ccc([C@@H]2CN3CCSC3=N2)cc1	-8%[21.7 µM]
COc1ccc(-c2nc3cnc(N4CCOCC4)nc3n(Cc3cccs3)c2=O)cc1	3%
CS(=O)(=O)c1ccc([C@H](O)[C@H](CO)NC(=O)C(Cl)Cl)cc1	1%[21.7 µM]
C=C1CC[C@H](O)C/C1=C/C=C1\CCC[C@]2(C)[C@@H]([C@H](C)CC[C@@H](O)C(C)(C)O)CC[C@@H]12	5%
C=CCOC(=O)NC(c1ccc(F)c(F)c1)C(C(=O)CCl)C(=O)OC (stereo not given)	0%
CS(=O)(=O)Nc1cccc(-c2nc(Nc3ccncc3)c3ccccc3n2)c1	2%
C[C@@H]1C(=O)O[C@H]2[C@@H](O)[C@@]34[C@H]5CC(C(C)(C)C)[C@]36[C@@H](OC(=O)[C@@H]6O)O[C@@]4(C(=O)O5)[C@@]12O (stereo not given in full)	6%
CCCN1CCC[C@@H]2Cc3n[nH]cc3C[C@H]21	-1%
CCCCC1=CC2=C(c3ccco3)C(=O)C(C)(OC(=O)c3ccc(OC)cc3)C(=O)C2=CO1 (stereo not given)	5%
COC(=O)[C@@H]1[C@@H](C)N(CCc2cc(OC)c(OC)c(OC)c2)C(=O)N[C@H]1c1ccccc1	18%[12.9 µM]
COCC1=C2c3ccccc3[C@H](C[N+](=O)[O-])C(C(=O)OC)(C(=O)OC)CC2C2C(=O)N(c3ccccc3)C(=O)C2C1 (stereo not given in full)	-3%&0%

Following part
SMILES	Giardia FBPA inh
Cc1cc(N)c2ccccc2[n+]1CCCCCCCCCC[n+]1c(C)cc(N)c2ccccc21	-17%
C=C/C(C)=C/[C@@]1(C)SC(=O)C(C)=C1O	4%
C=C(C)C(=O)CP(=O)(OCC)OCC	5%
O=C1C=CC(=O)C2=C1C1c3ccccc3C2c2ccccc21	?
COC(=O)c1ccc(C(NC(=O)OCc2ccccc2)/C(=C/[C@@H](C)C(=O)NCc2cc(C)n(C)n2)c2cccnc2)cc1 (stereo not given in full)	1%
N#Cc1cccc(CS(=O)(=O)c2nc3ccccc3s2)c1	-9%
COc1ccc2[nH]cc(CCNc3ccnc(-c4ccccc4Cl)n3)c2c1	-5%
C[C@@H]1O[C@H]2C3=C(C(=O)[C@H]4O[C@@H]4[C@H]3O)[C@@H]1[C@@H]1[C@@H](C)OC=C3[C@H](O)[C@H]4O[C@@H]4/C(=N\OCc4ccccc4)[C@]312	-3%[12.9 µM]
COc1cc(NC(=O)O[C@@H]2C(=O)c3cc(Br)ccc3O[C@H]2c2ccc3c(c2)OCO3)cc(OC)c1OC	-1%
O=c1c(CCc2ccccc2)nc2cnc(N3CCNCC3)nc2n1C1CC1	2%
O=C(c1ccncc1)N1CCC[C@@]2(CCN(c3cccc(-c4ccccc4)c3)C2)C1	-10%
COc1cc2c3cc1Oc1cc(ccc1O)C[C@@H]1c4c(cc(OC)c(O)c4Oc4cccc(c4)C[C@H]3N(C)CC2)CC[N+]1(C)C	-13%[21.7 µM]
COc1cccc(Cn2c(=O)c(-c3cccs3)nc3cnc(N4CCOCC4)nc32)c1	0%
COc1ccc(OCC2Cc3c(-c4ccccc4)nc4c(c3CO2)CN(CCOc2ccccc2)CC4)cc1 (stereo not given)	0%[12.9 µM]
COc1cccc(Nc2ncc3nc(-c4ccc(Cl)cc4)c(=O)n(C4CC4)c3n2)c1	-13%
C=CCC(C)(O)c1cccs1 (stereo not given)	1%
CCCCCCN(C(=O)CCCCCN1C(=O)NC(c2ccc3ccccc3c2)C(C(=O)OCc2ccccc2)=C1C)C(C(=O)NCCCC)c1ccc(OCC(=O)OC)c(C(=O)OC)c1 (stereo not given)	0%
COC(=O)C1=C(C)N(Cc2ccccc2)[C@]23O[C@](C(=O)OC)(C(=O)N2C1c1ccccc1)C1CCCC(=O)C13 (stereo not given in full)	0%&0%[12.9 µM]
COC(=O)C(C(=O)OC)C1c2ccccc2C=C(C)N1C(=O)OC (stereo not given)	0%[12.9 µM]
COc1cccc(CS(=O)(=O)c2nnnn2-c2ccccc2)c1	-6%
C/C(CCC(=O)OC[C@@H]1O[C@H](C#Cc2ccccc2)C=C[C@@H]1Oc1ccc(C)cc1)=N/O[C@@H](C)c1cn([C@H]2COC[C@H]2O)nn1	-1%[12.9 µM]
Cc1nc(NCc2ccccc2)c2nc(-c3ccccc3)n(C3CCN(Cc4ccccc4)C3)c2n1 (stereo not given)	-1%
C=CC(N)CCC(=O)O (stereo not given)	-1%&0%
N[C@H](C(=O)O)c1nn[nH]n1	-26%
COc1ccc(-c2cc(=O)c3c(O)c(OC)c(O[C@@H]4OC(COC5OC(C)C(O)C(O)[C@@H]5O)C(O)C(O)C4O)cc3o2)cc1 (stereo not given in full)	-18%

The listing continues:
SMILES	Giardia FBPA inh
CCN1C(=O)[C@H]2[C@H]3[C@H](O)[C@H](O)C/C(=N/O[C@@H]4O[C@@H](COC(C)=O)[C@@H](OC(C)=O)[C@@H](OC(C)=O)[C@H]4OC(C)=O)[C@@H]3CC[C@@H]2C1=O	3%[12.9 µM]
CN(C)C(=O)c1ccc(-c2nc(-n3ccnc3)c3ccccc3n2)cc1	-2%
Cn1cc(-c2nc3cnc(OCc4ccccc4)nc3n(CCC#N)c2=O)c2ccccc21	11%
C=CC[C@@H]1C=C[C@H](O/N=C(\C)CCN2CCc3nc(-c4ccccc4)c(-c4ccccc4)cc3C2)[C@H](CO)O1	-1%[12.9 µM]
Oc1ccc2c3c1O[C@H]1[C@@H](O)CC[C@@]4(O)C(C2)N(CC2CCC2)CCC314 (stereo not given in full)	-2%
c1ccc2c(-n3ccnc3)nc(-c3ccoc3)nc2c1	1%
O=c1ccn([C@@H]2O[C@H](COP(=O)(O)OP(=O)(O)O)[C@@H](O)[C@H]2O)c(=O)[nH]1	-2%
CC(C)[C@@H](CC(=O)N[C@@H]1CCCC[C@H]1C(=O)N[C@H](CC(=O)N[C@@H](CCC(=O)O)CC(=O)O)Cc1c[nH]c2ccccc12)NC(=O)C[C@H](Cc1c[nH]c2ccccc12)NC(=O)[C@@H]1CNCC[C@H]1N	?
CCCCCCCc1cc2ccccc2c(=O)o1	-1%
CC[C@@]1(O)CC(O)c2c(cc3c(c2O)C(=O)c2c(O)ccc(O)c2C3=O)C1C(=O)OC (stereo not given in full)	-29%
O=c1cc(-c2ccccc2)oc2cc(O[C@@H]3O[C@H](CO)[C@@H](O)[C@H](O)[C@H]3O)c(O)c(O)c12	?
C[C@@H](c1ccccc1)N1C(=O)[C@H]2[C@H]3[C@H](O)[C@H](O)C/C(=N/OC[C@@H](O)COCc4ccco4)[C@H]3CC[C@@H]2C1=O	2%[12.9 µM]
COC(=O)[C@H](COC(C)(C)C)NC(=O)O[C@@H]1Cc2cc(Br)ccc2O[C@H]1c1cccc(OC)c1	1%
CC(C)C[C@@H](CC(=O)N[C@@H](CCC(=O)O)CC(=O)O)NC(=O)[C@@H]1CCCC[C@H]1NC(=O)C[C@H](CCCN)NC(=O)C[C@H](Cc1c[nH]c2ccccc12)NC(=O)[C@@H]1CNCC[C@H]1N	1%
COC[C@H]1OC=C[C@@H](OC)[C@@H]1OC	0%
O=C1CCC[C@H]2OC12[C@@H](O)CCc1ccccc1 (stereo not given in full)	2%[12.9 µM]
O=C1C[C@@H](O)[C@@H](O)[C@@H]2[C@H]3C(=O)N(c4ccc(F)cc4F)C(=O)[C@@H]3CC[C@H]12	-1%[12.9 µM]
Cc1cnc(CNc2cc(-c3cccc(C#N)c3)ncn2)cn1	1%
COc1ccccc1CN1CCC2(CC1)CCN(S(=O)(=O)c1ccccc1)CC2	0%
O=C(O)[C@H]1CN(C/C=C/P(=O)(O)O)CCN1	0%
CC(=O)N1CCC2(CCCN(C(=O)Nc3cccc(F)c3)C2)CC1	1%
C[C@H](N=C(NC#N)Nc1ccncc1)C(C)(C)C	10%
O=c1c(-c2cccc(Cl)c2)nc2cncnc2n1Cc1ccccc1	-4%
COc1cccc([C@@H]2Oc3ccc(Br)cc3C(=O)[C@H]2OC(=O)NCc2ccco2)c1	1%
COc1ccc(C(=O)N2CCC[C@@]3(CCN(C(=O)Nc4cccc(C#N)c4)C3)C2)cc1	4%

(more compounds)
SMILES	Giardia FBPA inh
COc1ccc(-c2nc3cnc(Nc4cccc(OC)c4)nc3n(CCC#N)c2=O)cc1	1%
CC(=O)OC1C[C@H](O[C@@H]2C(O)C[C@H](O[C@@H]3C(O)C[C@@H](OC4CC[C@]5(C)C(CCC6C5CC(O)[C@@]5(C)C(C7=CC(=O)OC7)CC[C@@]65O)C4)OC3C)OC2C)O[C@H](C)[C@H]1O[C@H]1OC(CO)C(O)C(O)C1O (stereo not given in full)	4%
COc1ccc2c(c1)OC/C(=C/c1ccc(O)c(O)c1)C2=O	1%
O=C(c1cccc(F)c1)N1CCC[C@@]2(CCN(c3ccccc3)C2)C1	-14%
CN1CCCC2(CCN(C(=O)c3cccc(F)c3)CC2)C1	2%
O=C(c1csnn1)N1CCC2(CC1)CCN(C(c1ccccc1)c1ccccc1)CC2	0%
